Bioassay records deposited in PubChem by National Center for Advancing Translational Sciences (NCATS).
ELG1 repair inh – inhibitors of ELG1-dependent DNA repair in HEK293T cells | HEK293T ELG1-luciferase reporter, luminescence, 16 h; DNA damage induced by 5-fluorouridine | Potency, µM (titrated, usually from 46.1 µM), without a hit: at the highest dose activity change, negative = inhibition, hits mostly inhibitors | 330,000 tested, 2.3% active | AID 504467; also: potency is read from the fitted curve at half-maximal effect; % is scaled to controls: 0 for no effect and ±100 for the full control effect; nearly all actives have a fitted effect of over 55% in size
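DMSO vehicle served as the neutral condition. Each well held 2,000 cells given 5-fluorouridine plus compound; after 16 hr at 37 °C/5% CO2, ONE-Glo was added and luciferase measured 30 min later.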
p53 reactivator – re-activators of mutant p53; H1299 p53-A138V BP100-luciferase reporter, luminescence, 24 h; Potency, µM (doses to about 92.2 µM), inactives show top-dose activity change, positive = activation, most hits filed as activators; 320,000 tested, 0.063% active; AID 504706; also: potency is read from the fitted curve at half-maximal effect; % of control where 0% means no effect; nearly all actives have a fitted effect of over 45% in size
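H1299 (p53-null), stable ts p53-A138V + BP100-Luc; 1000 cells/well, Opti-MEM/10% FBS; cpd 4 pt, 1:5; 24 h, 37 deg C, 5% CO2; detection reagent 10 min RT; luminescence.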
ELG1 genotox – genotoxicity induction in ELG1-luciferase HEK293T cells. HEK293T ELG1-luciferase reporter, luminescence, 16 h. Potency, µM (series often up to 46 µM), inactives show at the highest dose activity change, positive = activation, hits mostly activators. 330,000 tested, 1.3% active; also: potency is read from the fitted curve at half-maximal effect; % of control where 0% means no effect; nearly all actives have a fitted effect of over 60% in size
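16 hr compound incubation (37 °C, 5% CO2) of HEK293T cells carrying luciferase-tagged ELG1; luciferase then measured by ONE-Glo luminescence after 30 min at RT.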
RORg inh – inhibitors of mouse ROR gamma transcriptional activity. P51450. Drosophila S2 Gal4-RORgamma UAS-luciferase reporter, 20 h. AID 2551. Potency, µM (series often up to 53.6 µM), without a hit: at the top dose activity change, negative = inhibition, most hits filed as inhibitors. 310,000 tested, 5.4% active; also: potency is read from the fitted curve at half-maximal effect; % is scaled to controls: 0 for no effect and ±100 for the full control effect; nearly all actives have a fitted effect of over 60% in size
Target sequence (P51450 whole entry, looked up, the tested form may be a part): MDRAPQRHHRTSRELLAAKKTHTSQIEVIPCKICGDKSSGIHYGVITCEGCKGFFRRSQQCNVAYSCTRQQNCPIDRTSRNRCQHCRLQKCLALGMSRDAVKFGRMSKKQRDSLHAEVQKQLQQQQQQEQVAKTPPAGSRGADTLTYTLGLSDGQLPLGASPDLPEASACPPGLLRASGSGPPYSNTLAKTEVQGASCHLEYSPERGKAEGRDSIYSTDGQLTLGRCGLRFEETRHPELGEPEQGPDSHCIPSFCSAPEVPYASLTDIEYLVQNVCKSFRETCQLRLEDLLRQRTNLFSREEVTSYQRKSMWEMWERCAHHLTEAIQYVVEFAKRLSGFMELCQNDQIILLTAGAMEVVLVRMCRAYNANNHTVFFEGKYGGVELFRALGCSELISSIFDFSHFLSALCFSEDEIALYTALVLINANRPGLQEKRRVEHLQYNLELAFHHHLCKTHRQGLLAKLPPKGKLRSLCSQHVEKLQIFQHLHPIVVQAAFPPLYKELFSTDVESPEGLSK
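Using a luciferase readout, inhibitors were identified by reduced reporter activity in Drosophila cells coexpressing a copper-inducible Gal4–ROR gamma fusion and UAS-driven Photinus luciferase, incubated 20 hr after 700 uM copper sulfate.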
FLuc counter – counter-screen for miR-21 project: firefly luciferase inhibitors or activators. P08659. purified FLuc, Km substrates, luminescence inhibition. Potency, µM (top dose mostly 57.5 µM), for inactives: at the highest dose activity change, negative = inhibition, actives largely listed as inhibitors. 360,000 tested, 6.9% active;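 also: potency is read from the fitted curve at half-maximal effect; plate controls were vehicle for no effect and reference inhibitor for full effect; nearly all actives have a fitted effect of over 55% in size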
Target sequence (P08659 whole entry, looked up): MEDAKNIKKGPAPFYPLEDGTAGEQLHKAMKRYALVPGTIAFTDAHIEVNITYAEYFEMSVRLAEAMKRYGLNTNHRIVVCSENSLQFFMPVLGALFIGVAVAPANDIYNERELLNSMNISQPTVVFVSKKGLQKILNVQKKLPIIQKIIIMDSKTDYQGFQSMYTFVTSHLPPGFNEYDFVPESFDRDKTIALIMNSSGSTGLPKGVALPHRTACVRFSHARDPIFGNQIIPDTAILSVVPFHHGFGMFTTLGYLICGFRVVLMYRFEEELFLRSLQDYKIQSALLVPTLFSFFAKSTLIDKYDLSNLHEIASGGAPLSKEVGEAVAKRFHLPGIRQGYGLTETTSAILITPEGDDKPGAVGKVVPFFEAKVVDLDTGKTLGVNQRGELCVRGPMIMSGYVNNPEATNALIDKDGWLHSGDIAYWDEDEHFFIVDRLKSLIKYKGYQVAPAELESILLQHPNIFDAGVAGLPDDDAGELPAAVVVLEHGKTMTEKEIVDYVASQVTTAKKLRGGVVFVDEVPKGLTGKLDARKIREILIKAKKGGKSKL
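Purified P. pyralis luciferase, 10 nM final, with Km-level 10 uM D-luciferin and 10 uM ATP in 50 mM Tris acetate pH 7.5, 10 mM Mg acetate, 0.01% Tween-20, 0.05% BSA; 6-point qHTS titration about 60 µM downward; luminescence read.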
Tb PFK block – blocks T. brucei phosphofructokinase. O15648. Potency, µM (doses to about 57.5 µM), for inactives: at the top dose activity, negative = inhibition, most hits filed as inhibitors. T. brucei PFK, ADP-Glo luminescence. 330,000 tested, 0.17% active;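 also: potency is read from the fitted curve at half-maximal effect; 0% = uninhibited 1x PFK enzyme wells and -100% = no-enzyme wells; nearly all actives have a fitted effect of over 60% in size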
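1.25 nM PFK with 0.5 mM F6P and 0.1 mM ATP in 0.1 M TEA pH 8.0, 5 mM MgCl2, incubated 45 min at room temperature; ADP measured by ADP-Glo luminescence; compounds titrated up to 57 uM.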
NPC1 prom act – activates the NPC1 promoter. Huh7 NPC1 promoter luciferase reporter, 24 h. Potency, µM (top dose mostly 9.22 µM), inactives show at the highest dose activation, hits mostly activators. 320,000 tested, 2.4% active. AID 485313;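 also: potency is read from the fitted curve at half-maximal effect; % of control where 0% means no effect; nearly all actives have a fitted effect of over 60% in size; reporter is driven by a mutant NPC1 promoter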
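Readout is luciferase luminescence, reflecting NPC1 promoter activation in stably transfected Huh7 cells after 24 h compound exposure at 37 °C in reduced-serum medium with 10% FBS.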
VP16 counter – counter-screen for ROR gamma inhibitors: Gal4-VP16 reporter; Drosophila S2 Gal4-VP16 UAS-luciferase, luminescence, 20 h; Potency, µM (top dose mostly 53.6 µM), for inactives: at the highest dose activity, negative = inhibition, hits mostly inhibitors; 310,000 tested, 3.5% active; AID 2546;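 also: Gal4-VP16 expression switched on by copper sulfate through the metallothionein promoter; potency is read from the fitted curve at half-maximal effect; % is scaled to controls: 0 for no effect and ±100 for the full control effect; nearly all actives have a fitted effect of over 50% in size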
BRCA1 expr act – BRCA1 expression activation. AID 624202. MCF7-BRCA1-FFLuc reporter, luminescence, 48 h; response scale: scaled: vehicle 0%, 10 µM genistein 100%. 380,000 tested, 1.1% active. Potency, µM (titrated, usually from 46.1 µM), without a hit: at the highest dose activation, hits mostly activators; also: potency is read from the fitted curve at half-maximal effect; nearly all actives have a fitted effect of over 80% in size; some results filed as inactive show a strong effect at the top dose
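48 h compound treatment of MCF7-BRCA1-FFLuc cells (phenol-red free MEM, 37 °C), then 15 min with luciferase substrate and luminescence imaging.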
Rab9 promoter act – activates the Rab9 promoter | 320,000 tested, 2.8% active | Potency, µM (series often up to 9.22 µM), inactives show at the top dose activation, negative = inhibition, usual class: activators | Huh7 Rab9 promoter-luciferase reporter, luminescence, 24 h | AID 485297; also: potency is read from the fitted curve at half-maximal effect; % of control where 0% means no effect; nearly all actives have a fitted effect of over 60% in size
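Rab9 promoter-driven luciferase in stably transfected Huh7 cells; 1500 cells/well rested 2 h, exposed to compound in DMSO for 24 h at 37 °C, 5% CO2. Luminescence read 10 min after adding luciferase reagent at ambient temperature.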
TRPV1 ag – human TRPV1 agonism; activation, % at 8.33 µM; AID 540275; 320,000 tested, 0.19% active; TRPV1-expressing cells, Fluo-8 calcium influx, agonist mode; Q8NER1; in the data active = activation above about 80%; inconclusive = between about 30% and that limit; also: 0% is about no effect
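Cells expressing TRPV1 were dye-loaded with Fluo-8 and read kinetically: 10 s baseline, 3 min after compound (agonist portion), then 2 min after EC20 capsaicin (allosteric enhancer portion). Calcium-bound dye fluorescence at 480/520 nm.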
The depositor's hits bear a star; ? = inconclusive; · = not tested or not shown; & = joins results of further samples; [ ] = remark or other dose. Unless noted, calls follow the shape of the dose curve; as a rule, active = well fitted curve in the direction sought with a large enough effect; inconclusive = small, poorly fitted or top-dose-only effect, or another doubt; inactive = no such curve, though single readings can be large; an effect the other way counts as inactive or inconclusive.

SMILES	ELG1 repair inh	p53 reactivator	ELG1 genotox	RORg inh	FLuc counter	Tb PFK block	NPC1 prom act	VP16 counter	BRCA1 expr act	Rab9 promoter act	TRPV1 ag
CCN1CCN(c2ccc(N)cc2)CC1	-20%	-1%	0%	-13%	-2%	-4%	1%	-2%	-3%	28%	-2
CCCCn1c(=O)c(C=Nc2ccc(Cl)cc2)c(O)n(Cc2ccco2)c1=O	-15%	-1%	-2%	37%	3%	4%	-3%	-19%	-24%	-2%	23
c1ccc2c(CCNC3CCCCC3)c[nH]c2c1	0%	-6%	-2%	0%	-1%	?	1%	2%	-18%	2%	6
CC(Cc1ccccc1)[n+]1cc(/N=C(\N)[O-])on1 (stereo not given)	5%	-5%	1%	-7%[10 µM]	4%	-2%	6%	-1%	10%	-6%	9
COC(=O)C1=C(c2ccc(F)cc2OCc2ccccc2)C[C@@H]2CC[C@H]1N2C(=O)NC(C)C	-16%	-7%	-2%	·	4%	-7%	-2%	·	0%	1%	?
COc1ccc(N2C(=O)CC(N3CC=C(c4ccccc4)CC3)C2=O)cc1 (stereo not given)	16%	3%	4%	-94%	1%	4%	1%	?	·	0%	-1
CN1C(=O)C(Cc2ccc3c(c2)OCO3)C(=O)N(C)C1=O	12%	9%	1%	-17%	4%	5%	9%	-12%	·	9%	0
COC(=O)c1ccc(C(=O)OC)c(NC(=O)Oc2ccccc2)c1	?	?	?	22%	?	-6%	8%	17%	20%	9%	13
O=c1[nH]c(=S)[nH]c(O)c1N=Nc1ccc(S(=O)(=O)N2CCc3ccccc32)cc1	?	11%	1%	30%	-13%	0%	-1%	2%	-80%	-1%	-7
CCC(C)n1c(C)cc(C(N)=O)c1C (stereo not given)	15%	3%	6%	-20%	-5%	-3%	-4%	12%	0%	8%	-3
COc1ccc(CCn2c(O)c(C=Nc3ccccc3F)c(=O)[nH]c2=O)cc1OC	3%	5%	-1%	14%	1%	-5%	-5%	4%	24%	-1%	-1
CN(CCc1ccccc1)Cc1ccccc1[N+](=O)[O-]	19%	6%	-2%	15%	-13%	2%	2%	?	9%	0%	0
CCCCN(Cc1ccccc1)C1CCN(CCc2ccccc2)CC1	-18%	2%	-8%	-9%	0%	0%	-3%	-19%	0%	-4%	10
Nc1ccc2cc(Br)ccc2c1	5%	-1%	10%	-14%	-19%	-1%	5%	-5%	75%	5%	-2
O=c1c2cc(Br)ccc2[nH]c(=S)n1-c1ccccc1	15%	2%	7%	-1%	-18%	-2%	6%	-8%	-57%	-6%	4
Fc1ccc(CCNCc2ccc(Cl)c(Cl)c2)cc1	8%	-5%	-2%	-22%	-1%	?	-2%	-1%	7%	-8%	8
O=c1[nH]c(O)c(N=Nc2ccc(S(=O)(=O)N3CCOCC3)cc2)c(=O)[nH]1	-11%	12%	-1%	-8%	-2%	-10%	-3%	-4%	-1%	1%	-4
COc1ccc(S(=O)(=O)Cc2ccc(C(=O)N3CCC4(CC3)OCCO4)o2)cc1	1%	-1%	4%	-3%	-1%	0%	0%	1%	13%	1%	5
COc1ccc(-c2nnn(CC(=O)OC3CCCCC3)n2)cc1OC	9%	8%	2%	?	-10%	-2%	0%	0%	2%	-3%	19
O=C1c2cccc3cccc(c23)C(=O)N1/N=C/c1c(O)n(-c2ccccc2)c(=O)[nH]c1=O	-4%	9%	-4%	-11%	1%	0%	1%	1%	14%	1%	1
CCOC(=O)C1C2NC(=O)N(Cc3ccccc3)C1(C)Oc1c(OC)cccc12 (stereo not given)	-6%	-5%	-3%	?	2%	5%	1%	0%	-17%	3%	-8
C1CCC(NC2CCCCC2)CC1	7%	-7%	-1%	17%[10 µM]	6%	1%	-5%	-9%&-9%&-7%	14%	-3%	1
CCOC(=O)c1nc2ccccc2c(=O)n1-c1ccc(C)cc1C	-22%	-12%	-1%	-27%	2%	0%	-4%	8%	-1%	-3%	-4
CCN(CC)CCOC(=O)C(O)(c1ccccc1)c1ccccc1	8%	7%	-5%	13%&15%&12%	6%	-4%	-1%	-2%&-7%&5%	6%	-4%	8
CC(C)OP(=O)(O)NC(=O)c1ccccc1	-12%	-2%	0%	2%	-6%	-4%	-1%	2%	-2%	-4%	4
CCOP(=O)(OCC)C(O)c1cccnc1 (stereo not given)	0%	-3%	1%	6%	1%	-6%	-5%	-3%	-1%	-3%	-2
COc1cc2c3cc1Oc1c(OC)c(OC)cc4c1[C@H](Cc1ccc(cc1)Oc1cc(ccc1O)C[C@H]3N(C)CC2)N(C)CC4	19%	7%	13%	·	·	-3%	·	·	0%	·	·
O=C1NC(=O)C2(Cc3ccccc3N3CCCC32)C(=O)N1c1ccc(Cl)cc1 (stereo not given)	7%	2%	1%	-2%	-15%	-28%	0%	8%	-44%	-5%	4
O=C(CN1CC=C(c2ccccc2)CC1)NC(=O)NC1CCCCC1	3%	0%	1%	0%	3%	1%	-4%	-15%	-3%	4%	10
CCOC(=O)C1=C(N)Oc2c(c(=O)oc3ccccc23)C12C(=O)N(C)c1ccccc12 (stereo not given)	3%	-6%	-3%	14%	3%	3%	0%	-1%	9%&0%	4%	-2
C/C(=N\N(C)c1ccccc1)c1c(O)[nH]c(=O)[nH]c1=O	?	-1%	12%	11%	-3%	3%	-5%	-3%	9%	-3%	1
CCCC(C)n1[nH]c(=O)c2c1NC(=O)CSC2c1ccccc1 (stereo not given)	2%	-1%	1%	28%	-1%	0%	-3%	-3%	0%	-4%	3
CN1CCN(c2c(F)cc([N+](=O)[O-])c(N)c2Br)CC1	4%	24%	-1%	-22%	-17%	-2%	-7%	-2%	48%	7%	11
Cc1cc(Br)ccc1N1C(=O)CC(=O)NC1=O	-2%	-1%	2%	4%	9%	4%	-3%	-7%	-1%	-4%	0
Cc1cccc(CN2CCN(c3ccc(Cl)cc3)CC2)c1	8%	2%	-3%	3%	-2%	0%	-5%	-2%	1%	-3%	3
CCOP(=O)(C#Cc1ccccc1)C(O)c1ccc(Br)cc1 (stereo not given)	?	2%	-3%	6%	-1%	-4%	2%	-7%	-3%	13%	?
Cc1ccc(C2=[N+]([O-])C3(CCCCC3=O)N(O)C2(C)C)cc1 (stereo not given)	0%	-6%	-1%	0.89µM*	-3%	1%	-3%	4µM*	0%	1%	-2
CCN1CCN(CC(c2ccccc2)c2ccccc2)CC1	-3%	·	-4%	20µM*	9%	-9%	-4%	-6%	-5%	1%	-1
CCOP(=O)(OCC)C(Nc1cccc(C(F)(F)F)c1)c1ccc(Br)cc1 (stereo not given)	-13%	-5%	-8%	?	0%	-7%	-2%	-23%	·	-7%	?
O=C1C2CCN(CC2)C12CC2c1ccc(C(F)(F)F)cc1 (stereo not given)	10%	1%	-1%	9%	0%	-1%	1%	-11%	-21%	-2%	2
O=C(C1CC(c2ccc(Cl)c(Cl)c2)=NO1)N1CCC2(CC1)OCCO2 (stereo not given)	?	-5%	7.3µM*	3%	15µM*	-5%	2.2µM*	0%	8.9µM*	2µM*	2
S=C(Nc1ccccc1)Nc1cccc(Br)c1	-2%	3%	-8%	11µM*	-3%	-25%	-3%	8%[10 µM]	-10%	23%	0
O=C1NC(=O)N(c2ccc(F)cc2)C(=O)/C1=C/c1ccsc1	9%	2%	2%	0%	19µM*	1%	5%	-4%	-13%	-1%	1
Cc1ccc2cc(CNCCc3ccccc3C)c(=O)[nH]c2c1	-11%	7%	-7%	?	0%	1%	0%	-9%	-29%	1%	-2
CNCC1(c2ccccc2)CCCC1	-9%	-4%	-3%	-7%	-2%	2%	-5%	3%	3%	2%	-1
C[C@H]1COC(=O)[C@@H](Cc2ccc(F)cc2)CC/C=C/C[C@H](CC(=O)N(CCO)Cc2ccccc2)C(=O)N1	-13%	-1%	-6%	·	·	-4%	·	·	6%	·	·
Cc1cc(Br)c(NC(=O)CN2CC=C(c3ccccc3)CC2)c(Br)c1	?	-2%	-6%	28%	?	0%	-2%	0%	54%	-2%	2

Ordered by SMILES length (low to high): part of the list above.
SMILES	ELG1 repair inh	p53 reactivator	ELG1 genotox	RORg inh	FLuc counter	Tb PFK block	NPC1 prom act	VP16 counter	BRCA1 expr act	Rab9 promoter act	TRPV1 ag
Cc1cc(Br)ccc1N1C(=O)CC(=O)NC1=O	-2%	-1%	2%	4%	9%	4%	-3%	-7%	-1%	-4%	0
Cc1cccc(CN2CCN(c3ccc(Cl)cc3)CC2)c1	8%	2%	-3%	3%	-2%	0%	-5%	-2%	1%	-3%	3
C[C@H]1COC(=O)[C@@H](Cc2ccc(F)cc2)CC/C=C/C[C@H](CC(=O)N(CCO)Cc2ccccc2)C(=O)N1	-13%	-1%	-6%	·	·	-4%	·	·	6%	·	·

This is a subset. The share of hits here may be higher or lower than overall.
